Compound activity (PubChem BioAssay)
MEP2-GFP yeast: alters MEP2-GFP fluorescence in TOR pathway yeast screen; S. cerevisiae MEP2-GFP strain, flow cytometry GFP, 3 h; 100% = DMSO control level; GFP response vs DMSO, % at 10 µM; 0.51% of 330,000 active; AID 2016;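 active means GFP response versus DMSO above a set limit, roughly screen mean plus 3 SD, cut at about 180% in these data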;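 further: median GFP fluorescence of the barcode-gated MEP2-GFP cells per well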
RPL19A TOR yeast: yeast TOR pathway RPL19A-GFP modulation; S. cerevisiae RPL19A-GFP strain, flow cytometry, 3 h; active compounds read low; percent response vs DMSO, % at 10 µM; 0.3% of 330,000 active;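 active means percent response vs DMSO below 50%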;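 further: median channel GFP fluorescence of the barcoded RPL19A-GFP strain; ratio of sample median GFP to plate DMSO average so 100% = DMSO; lower means less RPL19A-GFP as with rapamycin TOR inhibition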
EBNA-1 inhibitor: blocks EBNA-1 binding to DNA; 0.34% of 300,000 active; inhibition, % at 14.8 µM; AID 1950; EBNA-1 DNA binding, fluorescence polarization; in the data active means inhibition above about 28%
procasp7 counter: activates human procaspase-7, counter-screen for procaspase-3 activators. activation, % at 8.5 µM. recombinant procaspase-7, Ac-DEVD-pNA absorbance 405 nm; D23A/D198A/D206A triple mutant, cannot self-cleave; scale: DMSO 0, 5 µM enzyme 100. 0.093% of 330,000 active. P55210;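 active means percent activation above the screen-wide mean plus 3 SD, cut at about 25% in these data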
Target sequence (P55210 whole entry D23A/D198A/D206A): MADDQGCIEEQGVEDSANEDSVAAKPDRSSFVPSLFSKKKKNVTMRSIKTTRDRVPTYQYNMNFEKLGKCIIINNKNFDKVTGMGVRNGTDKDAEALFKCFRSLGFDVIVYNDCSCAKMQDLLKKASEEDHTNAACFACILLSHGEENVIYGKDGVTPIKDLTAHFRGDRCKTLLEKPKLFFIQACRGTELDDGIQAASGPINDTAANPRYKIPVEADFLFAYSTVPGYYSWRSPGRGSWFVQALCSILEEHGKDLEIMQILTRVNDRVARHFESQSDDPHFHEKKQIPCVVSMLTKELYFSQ
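Detection: p-Nitroaniline absorbance at 405 nm, read at 0 and 120 min; system: Uncleavable procaspase-7 mutant enzyme; evaluation: % activation from two-timepoint absorbance difference, scaled to controls; times: 1 h enzyme–compound preincubation and 2 h substrate reaction, both 25 °C; buffer or medium: Zinc-free HEPES pH 7.4 with 300 mM NaCl, 0.01% Triton X-100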
LAP4-GFP MLPCN: yeast TOR pathway LAP4-GFP modulation | S. cerevisiae LAP4-GFP multiplex, flow cytometry GFP, 3 h; median GFP as percent of DMSO wells | GFP response vs DMSO, % at 10 µM | 0.34% of 320,000 active | AID 2023;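 active means GFP response vs DMSO above a set limit, about the screen mean plus 3 SD, cut at about 150% in these data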
AHR activator: activates the human aryl hydrocarbon receptor; P35869; AHR-responsive luciferase reporter cells, luminescence; activation, % at 5 µM; 2.5% of 320,000 active; AID 2796; in the data active means activation above about 47%;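 further: 0% = vehicle wells and 100% = reference agonist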
Target sequence (P35869 whole entry, looked up): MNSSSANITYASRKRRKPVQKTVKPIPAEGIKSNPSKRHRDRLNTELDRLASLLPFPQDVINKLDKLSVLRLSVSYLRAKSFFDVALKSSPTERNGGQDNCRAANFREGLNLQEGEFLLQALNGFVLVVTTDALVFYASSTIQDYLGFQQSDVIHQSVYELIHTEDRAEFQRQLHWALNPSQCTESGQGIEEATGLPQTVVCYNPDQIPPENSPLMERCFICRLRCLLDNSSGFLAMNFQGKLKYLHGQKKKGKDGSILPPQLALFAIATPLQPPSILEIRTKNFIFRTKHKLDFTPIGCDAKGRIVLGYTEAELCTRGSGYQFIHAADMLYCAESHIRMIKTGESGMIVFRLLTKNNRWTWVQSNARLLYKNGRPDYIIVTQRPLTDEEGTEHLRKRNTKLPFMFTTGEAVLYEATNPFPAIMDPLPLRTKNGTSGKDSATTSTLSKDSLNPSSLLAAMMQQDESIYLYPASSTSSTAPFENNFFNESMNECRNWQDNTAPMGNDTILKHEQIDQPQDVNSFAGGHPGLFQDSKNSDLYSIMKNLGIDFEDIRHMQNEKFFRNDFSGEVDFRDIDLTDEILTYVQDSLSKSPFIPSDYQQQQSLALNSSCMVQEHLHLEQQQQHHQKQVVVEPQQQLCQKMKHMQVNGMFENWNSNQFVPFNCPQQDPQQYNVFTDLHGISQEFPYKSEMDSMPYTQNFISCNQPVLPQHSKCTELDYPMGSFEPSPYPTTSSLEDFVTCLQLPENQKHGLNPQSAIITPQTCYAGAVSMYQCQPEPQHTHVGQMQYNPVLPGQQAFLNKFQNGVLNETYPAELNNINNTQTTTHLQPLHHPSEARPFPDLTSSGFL
ZTA counter: counter-screen for EBNA-1 inhibitors: inhibitors of Epstein-Barr virus ZTA | P03206 | ZTA-DNA binding, fluorescence polarization | inhibition, % at 11 µM | 0.15% of 320,000 active; in the data active means inhibition above about 33%
procasp3 activ: activates human procaspase-3. P42574. recombinant procaspase-3 D3A, Ac-DEVD-pNA absorbance 405 nm. activation, % at 8.5 µM. 0.11% of 330,000 active;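 active means activation above the mean of all tested compounds plus 3 SD, cut at about 21% in these data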;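 further: 0% = DMSO alone and 100% = DMSO wells spiked with extra 5 µM PC-3 D3A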
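Assay system – Procaspase-3 D3A mutant · Benchmarks – DMSO low control, extra-enzyme high control · Technique – 405 nm absorbance of p-nitroaniline, reads at 0 and 120 min · Doses – 8.5 µM nominal · Measure – % activation between DMSO and enzyme-spiked controls · Also added – Ac-DEVD-pNA chromogenic peptide substrate · Schedule – 1 h compound preincubation, 2 h substrate hydrolysis at 25 °C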
Active calls of the source: *; nt = no result given; [ ] = remark or other dose. No enrichment for hits; overall some 3.8% were active at least once.

Under each structure: MEP2-GFP yeast	RPL19A TOR yeast	EBNA-1 inhibitor	procasp7 counter	LAP4-GFP MLPCN	AHR activator	ZTA counter	procasp3 activ
> Cc1c(C(=O)N2CCN(c3ncccn3)CC2)oc2c(Cl)cccc12
 : 100	97	16	2	107	-10	15	-10
> CCCc1cc(NCCN(C)C)n2c(nc3ccccc32)c1C#N
 : 99	98	10	-3	92	6	0	-2
> CCOc1ccc([C@@H]2CC=C(C(=O)O)[C@H](c3cccc(Cl)c3)N2S(=O)(=O)c2ccc(C)cc2)cc1
 : 120	94	3	-7	94	-3	29	2
> Cc1ccccc1-c1nn(-c2ccc(F)cc2F)cc1CNCCCO
 : 101	100	-2	-3	107	1	1	3
> N#Cc1nc(Cc2cccc3ccccc23)oc1NCCN1CCCCC1
 : 102	98	-9	-2	100	6	6	1
> Cc1sc2ncnc(N3CCC(C(=O)Nc4nc(-c5ccc(F)cc5)cs4)CC3)c2c1C
 : 96	95	4	9	102	3	7	-6
> CN(C)c1nc(OCCNC(=O)Nc2ccccc2)nc(N(C)C)n1
 : 99	95	9	14	95	-2	-2	7
> O=C(NC(=S)N1CCOCC1)C12CC3CCC(CC(C3)C1)C2
 : 105	103	3	3	105	0	7	5
> Cc1cnc(CNC(=O)CC2C(=O)NCCN2Cc2ccccc2C(F)(F)F)cn1 (stereo not given)
 : 106	116	3	5	105	0	-11	-2
> COc1ccc(NC(=O)c2ccc(=O)oc2)cc1
 : 105	103	-5	-2	109	5	-6	-4
> COc1cc(/C=N/NC(=S)NCCN2CCOCC2)cc(OC)c1OC
 : 104	99	2	-2	110	8	-21	2
> CCOC(=O)C1=C(C)NC2=C(C(=O)CC(C)(C)C2)C1c1ccc(O)c(OCC)c1 (stereo not given)
 : 114	104	-13	-6	103	2	-4	-1
> COc1ccc(CN(C)C(=O)c2ccncc2)c(OC)c1
 : 98	108	0	3	78	5	4	3
> Cc1cc(C)cc(NC(=O)CSc2nncn2-c2ccccn2)c1
 : 95	93	-13	7	98	10	-20	-7
> Cc1cc(C)cc(NC(=O)C2CCCN(c3nc(C)cc(C)n3)C2)c1 (stereo not given)
 : 100	98	-4	-8	99	9	-3	11
> COc1cc(/C=N\NC(=O)c2ccc(Cl)cc2)ccc1Oc1ccc([N+](=O)[O-])cn1
 : 98	98	-11	-6	106	-6	-9	-2
> COC(=O)c1nn(C23CC4CC(CC(C4)C2)C3)c2c1C(=O)N(c1ccc(Br)cc1)C2=O
 : 97	96	8	6	92	0	2	1
> Cc1cc(C)nc(SCCn2c(N3CC(C)OC(C)C3)nc3c2c(=O)n(C)c(=O)n3C)n1 (stereo not given)
 : 91	89	-8	-3	98	3	2	0
> Cc1cccc(C(=O)N2CCc3ccccc3C2)c1[N+](=O)[O-]
 : 99	98	1	7	113	5	10	-4
> O=C(CSc1nnc(-c2ccncc2)n1Cc1ccccc1)NC1CCCc2ccccc21 (stereo not given)
 : 98	97	5	5	95	9	-5	9

Record cards, as listed above. Screens in order: MEP2-GFP yeast, RPL19A TOR yeast, EBNA-1 inhibitor, procasp7 counter, LAP4-GFP MLPCN, AHR activator, ZTA counter, procasp3 activ
Listed for CCOC(=O)C1=C(C)NC2=C(C(=O)CC(C)(C)C2)C1c1ccc(O)c(OCC)c1 (stereo not given) : 114, 104, -13, -6, 103, 2, -4, -1
Listed for Cc1cc(C)nc(SCCn2c(N3CC(C)OC(C)C3)nc3c2c(=O)n(C)c(=O)n3C)n1 (stereo not given) : 91, 89, -8, -3, 98, 3, 2, 0
Listed for N#Cc1nc(Cc2cccc3ccccc23)oc1NCCN1CCCCC1 : 102, 98, -9, -2, 100, 6, 6, 1
Listed for COc1ccc(NC(=O)c2ccc(=O)oc2)cc1 : 105, 103, -5, -2, 109, 5, -6, -4

Other results
Under each structure: MEP2-GFP yeast	RPL19A TOR yeast	EBNA-1 inhibitor	procasp7 counter	LAP4-GFP MLPCN	AHR activator	ZTA counter	procasp3 activ
> O=C(Cn1ncc2c3ccccc3n(Cc3ccccc3)c2c1=O)NCc1ccco1
 : 107	102	15	0	101	4	-11	0
> Cc1ccc(CN2C(=O)CCC2C(=O)NCCCN2CCCCC2C)cc1 (stereo not given)
 : 111	110	-8	-1	118	4	7	13
> O=c1cc(-c2ccc(O)cc2)oc2c1ccc1ccccc12
 : 100	96	nt	4	101	-2	25	-8
> Cc1cc(C)cc(Nc2ccc(C(=O)O)cc2N)c1
 : 209*[may fluoresce violet]	96	-4	-7	89[may fluoresce violet]	0	-3	2
> CCN(C(=O)CSc1nnc(-c2ccc(OC)cc2)n1C(C)C)C1CCS(=O)(=O)C1 (stereo not given)
 : 102	99	nt	6	98	0	nt	-4
> Cc1cc(SCc2ccc(F)cc2)nc(=O)[nH]1
 : 95	97	-12	10	99	-1	2	3
> O=C(/C=C/Nc1ccc(F)cc1F)c1cccs1
 : 98	100	4	-11	99	86*	13	-8
> Cc1ccc(S(=O)(=O)NNC(=O)c2cnn(-c3ccccc3)c2-n2cccc2)cc1
 : 92	97	2	-2	96	0	-6	-2
> O=C(N/N=C/c1ccccc1[N+](=O)[O-])c1ccncc1
 : 102	105	-13	-6	91	6	-6	-11
> O=C(c1cccs1)N1CCCC(c2nc3c(nnn3Cc3cccc(Cl)c3)c(=O)[nH]2)C1 (stereo not given)
 : 106	101	11	12	93	1	16	5
> CCOC(=O)C1CCCN(S(=O)(=O)c2cccc3nsnc23)C1 (stereo not given)
 : 99	104	4	-3	107	-2	2	-2
> CC(=O)C[C@H](O)CC(=O)[C@H]1OC(=O)CCCCCCCc2ccccc21
 : 99	98	nt	5	98	-1	-13	3
> CSc1nnc(Cn2c(=O)sc3ccccc32)n1-c1ccccc1
 : 99	102	14	-10	104	1	2	-1
> Cc1nc2scc(C)n2c(=O)c1S(=O)(=O)Nc1ccc(N2CCOCC2)c(Cl)c1
 : 97	100	-1	1	97	4	1	0
> CCc1ccc2oc(=O)cc(CN3CCCCC3C)c2c1 (stereo not given)
 : 101	106	-3	2	91	3	1	0
> COc1cccc(C2CC(c3ccc(C(C)C)cc3)n3nc(N)nc3N2)c1 (stereo not given)
 : 113	100	-1	1	103	0	5	2
> NNC(=O)CNC(c1ccccc1)c1cc(Br)ccc1NC(=O)CCN1CCOCC1 (stereo not given)
 : 102	98	5	8	95	1	8	-5
> COc1ccc(-c2c[n+](CC(=O)OC3CC(C)CCC3C(C)C)c3n2CCC3)cc1 (stereo not given)
 : 110	95	-10	5	103	3	2	6
> CN(CCCC(=O)O)S(=O)(=O)c1ccc2c(c1)C(=O)c1cc(S(=O)(=O)N(C)CCCC(=O)O)ccc1-2
 : 106	105	3	10	96	-1	-8	-4
> COc1nc(N=C(N)N)nc2c(C)cccc12
 : 108	106	1	8	97	43	2	-2
> COc1ccc(CCNC(=O)CC2Nc3cc(C)c(C)cc3NC2=O)cc1OC (stereo not given)
 : 100	100	9	6	93	37	-16	6
> CCN(CC(=O)Nc1ccccc1C(=O)OC)S(=O)(=O)c1ccccc1
 : 102	100	-4	4	98	1	-6	6
> C/C(=N/NS(=O)(=O)c1cc(C)ccc1C)c1ccncc1
 : 110	114	7	-12	96	3	-10	-18
> C[n+]1ccn(CC(=O)c2cc(C(C)(C)C)c(O)c(C(C)(C)C)c2)c1
 : 110	104	-11	-16	101	-1	1	4
> Cc1ccc(S(=O)(=O)N/N=C\c2ccc(C)o2)cc1
 : 105	96	5	-8	93	2	-5	-7
> O=[N+]([O-])c1ccc(CSC2=NCCN2)cc1
 : 103	102	-15	4	85	0	-2	0
> CCn1cc(C(=O)N2CCn3c(nc4ccccc43)C2)c(=O)c2ccc(C)nc21
 : 99	115	0	1	102	0	3	15
> COc1ccc(O)c(CN2CCN(C/C=C/c3ccccc3)CC2)c1
 : 99	101	4	-3	103	-3	6	6
> O=C(NC1CCCC1)C(c1cccnc1)N(C(=O)c1csnn1)c1ccccc1 (stereo not given)
 : 105	101	-7	-1	105	2	-14	-1
> COc1ccc(N(C)C(=O)Cn2c(=O)oc3ccccc32)c(OC)c1
 : 111	108	0	-1	100	2	-18	-2
> CC(C)Cc1oc(C(=O)O)cc1CN
 : 108	101	6	-7	102	2	-19	-1
> COc1cccc(-c2nnc(NC(=O)CCS(=O)(=O)c3ccc(C)cc3)o2)c1
 : 100	96	1	14	109	0	-13	9
> FC(F)Oc1ccc(NC(=S)NCCc2ccccn2)cc1
 : 102	97	1	1	102	2	-14	7
> NC(=O)NCc1ccc(F)cc1
 : 106	99	-9	-7	103	-1	7	-10
> Cc1cc(C)cc(N2CCCn3c2nc2c3c(=O)[nH]c(=O)n2C)c1
 : 108	109	2	8	107	4	9	3
> CC(=O)Nc1cccc(C(=O)NC2CCCc3c2cnn3-c2ccccc2F)c1 (stereo not given)
 : 101	107	6	-5	116	2	5	-6
> COc1cccc(OCCNC(=O)c2ccccc2Sc2ccccc2C#N)c1
 : 100	99	-4	8	102	-2	-13	-3
> CCn1c(=O)n(CC)c2cc(N3CCCC3)c(NC(=O)c3cccc(OC)c3)cc21
 : 102	93	-8	5	93	6	2	-5
> Cc1ccc(C)c(N=Cc2cc3c(cc2[N+](=O)[O-])OCO3)c1
 : 95	102	-2	11	98	11	11	-3
> CN1/C(=C/c2cccc[n+]2C)Sc2ccccc21
 : 119	109	-3	-19	119	-4	-1	-11
> Cc1nn(C(C)C(=O)N2CCOCC2)c(C)c1[N+](=O)[O-] (stereo not given)
 : 87	109	-3	-4	81	-3	-5	-3
> Cc1cc(C(=O)Nc2cc(S(C)(=O)=O)ccc2Cl)c(C)o1
 : 101	95	nt	6	105	-1	nt	4
> CCOc1ccccc1NC(=O)c1ccc2c(c1)C(=O)N(CC)C2=O
 : 99	103	9	2	87	31	9	3
> CC1=NN(C(=O)COc2ccc(C)c(C)c2)C(O)(c2ccc(Cl)cc2)C1 (stereo not given)
 : 103	100	4	0	114	19	0	4
> Cc1ccc(CNC(=O)CS(=O)Cc2nc(-c3ccccc3C)oc2C)cc1 (stereo not given)
 : 92	95	0	-1	94	4	2	-1
> CCOc1ccc2nc(NC(=O)c3cnccn3)sc2c1
 : 109	93	-3	6	103	0	-2	1
> COc1ccccc1N1CCN(C(=O)C(Cc2ccccc2)NC(=O)C2CCCCC2)CC1 (stereo not given)
 : 98	102	7	-6	98	1	5	7
> Cc1ccc(S(=O)(=O)NN2C(=O)/C(=C\c3ccc(Cl)cc3)SC2=S)cc1
 : 102	104	-8	-5	93	1	-1	1
> O=C1CN(C(=O)c2ccccc2F)C(c2ccccc2)c2cc(F)ccc2N1 (stereo not given)
 : 101	101	-1	2	97	1	11	0
> CC(NC(=S)NC(=O)c1ccccc1)c1ccccc1 (stereo not given)
 : 91	91	-20	-19	125	3	-9	-16
> CC1CCC2(CC1)NC(=O)N(CC(=O)N(Cc1ccccc1)C(C)(C)C)C2=O (stereo not given)
 : 101	98	nt	7	100	0	-5	8
> Cc1ccc(/C(O)=C2/C(=O)C(=O)OC2c2ccc(Cl)cc2)cc1 (stereo not given)
 : 107	98	4	-6	106	0	13	-4
> O=C(O)[C@H]1CCCC[C@H]1C(=O)Nc1ccc(S(=O)(=O)N2CCOCC2)cc1
 : 103	108	8	6	101	1	-2	9
> Cn1nc(-c2ccc(Cl)cc2)c2cc(C(=O)NCc3ccco3)sc21
 : 97	102	6	-5	103	80*	-14	-11
> N#CC(C#N)=Cc1cnc(N2CCN(c3ccccc3)CC2)s1
 : 110	103	-17	2	102	-7	2	1
> COCCn1c(-c2ccc(OC)c(OC)c2)nc2ccccc21
 : 101	100	6	-9	99	16	-4	2
> COC(=O)c1ccccc1S(=O)(=O)N1CCCC(c2nc3c(nnn3Cc3ccc(C)cc3)c(=O)[nH]2)C1 (stereo not given)
 : 91	96	14	-1	87	-2	11	-1
> C/C(=N\NC(=O)c1ccccc1OCc1ccc(F)cc1)c1ccccn1
 : 97	84	nt	-16	104	11	-2	3
